KCNQ2 block – KCNQ2 potassium channel inhibitors, primary screen, cell-based, CHO-K1, FluxOR thallium flux, B-score (AID 2156) | Potassium voltage-gated channel subfamily KQT member 2 (Rattus norvegicus), O88943 | 20 min; hits give low values | B-score at 10 µM | 1.1% of 310,000 active;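 active = fluorescence ratio B-score at most minus 3 library SDs, with starting brightness B-score within 2 library SDs, cut at about -5.5 in these data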
Kir21 block – inhibitors of mouse Kir2.1 inward-rectifier potassium channel | 0.85% of 310,000 active | B-score at 10 µM | HEK293-Kir2.1, FluxOR thallium flux fluorescence; hits give low values;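 active = fluorescence ratio B-score at or below minus 3 SD of library scores, with starting-brightness B-score within 2 SD, cut at about -4.2 in these data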;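 note: channel flux triggered by added potassium and thallium sulfate stimulus; B-score of peak minus minimum fluorescence over baseline after thallium stimulus; more negative B-score means stronger Kir2.1 block with less thallium influx; some compounds called inactive have numbers as strong as hits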
Target sequence (P35561 whole entry, looked up): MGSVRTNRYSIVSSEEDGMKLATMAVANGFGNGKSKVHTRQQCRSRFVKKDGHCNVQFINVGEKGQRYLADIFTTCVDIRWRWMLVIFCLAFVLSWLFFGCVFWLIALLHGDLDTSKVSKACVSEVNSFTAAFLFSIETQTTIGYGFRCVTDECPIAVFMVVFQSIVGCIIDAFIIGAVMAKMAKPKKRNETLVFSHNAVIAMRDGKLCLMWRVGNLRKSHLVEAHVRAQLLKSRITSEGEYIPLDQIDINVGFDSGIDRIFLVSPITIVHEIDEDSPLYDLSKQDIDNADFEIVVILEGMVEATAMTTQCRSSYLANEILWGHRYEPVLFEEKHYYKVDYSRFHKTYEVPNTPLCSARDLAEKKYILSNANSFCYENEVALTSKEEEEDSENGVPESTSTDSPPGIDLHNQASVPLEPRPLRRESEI
* hit, by the source's call; i = inactive.

Second line of a record: Kir21 block	KCNQ2 block
CCCCN(C)Cc1c(O)ccc2c(=O)c(-c3ccccc3OC)coc12
 : -0.16	i
O=C(Nc1ccnn1C1CCN(Cc2ccc(C#CCCO)cc2)CC1)c1cccc(F)c1
 : -0.13	i
CCOc1ncccc1C(=O)NNC(=O)c1cccc(S(=O)(=O)Nc2ccccc2OC)c1
 : 0.96	i
COc1ccc(NC(=O)CN(C)C(=O)c2oc3ccccc3c2C)cc1
 : -0.56	i
COc1ccc(N2CC(C(=O)O)CC2=O)cc1 (stereo unspecified)
 : 0.52	i
Cc1ccc(-c2ncccc2OC(=O)C23CC4CC(CC(C4)C2)C3)cc1
 : 0.83	i
COc1ccc(-n2ncc3c(=O)n(CC(=O)N(C(C)C)C(C)C)cnc32)cc1
 : -2.5	i
Cc1cc(C)n(CC(O)Cn2c3ccc(Cl)cc3c3cc(Cl)ccc32)c(=O)n1 (stereo unspecified)
 : -0.65	i
O=C(COc1ccc(S(=O)(=O)Nc2ccccc2)cc1)N1CCOCC1
 : -2.3	i
CCOC(=O)C1C(=O)C=C(C)C(C(=O)OCC)C1c1ccc(OC)cc1 (stereo unspecified)
 : 1.1	i
CCOC(=O)C1=C(C)NC(=O)NC1c1ccc(OCC(N)=O)cc1 (stereo unspecified)
 : -1.9	i
CCOC(=O)C1CCN(c2cc3c(cc2NC(=O)c2ccccc2Br)n(C)c(=O)n3C)CC1
 : -0.17	i
COCc1cc(C)nc(SCC(=O)Nc2ccc3[nH]c(=O)[nH]c3c2)c1C#N
 : 0	i
CC(=O)Nc1ccc(SC(C)C(=O)NC(N)=O)cc1 (stereo unspecified)
 : 1.5	i
Cc1ccc(-n2ncc3c(NNC(=O)Cc4ccccc4)ncnc32)cc1
 : 0.36	i
COC(=O)/C=C/C(=O)Nc1ccc(O)c(Cl)c1
 : 1.2	i
CC1CN(c2nc(-c3ccccc3)nc3ccccc23)CC(C)O1 (stereo unspecified)
 : -0.19	i
CCCCn1nnc(NC(=S)NC(=O)c2ccc(-c3cccc(Cl)c3Cl)o2)n1
 : 2.2	i
COc1cccc(NC(=O)c2ccc3c(c2)N(CC(=O)N2CCOCC2)C(=O)C(C)(C)O3)c1
 : 0.34	i
CC(C)(C)NC(=O)c1nc2nc(-c3ccccc3)cc(C(F)(F)F)n2n1
 : -0.76	i
Cc1[nH]c2ccccc2c1C(=O)COC(=O)c1c(-c2ccccc2)noc1C
 : -0.1	i
COc1ccc2c(Cl)c(C(=O)N/N=C/c3cccnc3)sc2c1
 : -0.51	i
CCN(c1ccc(NC(=O)CN2C(=O)NC3(CCOc4ccccc43)C2=O)cc1)C(C)C (stereo unspecified)
 : 0.37	i
CN(C)c1ccc(/C=N/NC(=O)Cn2nnc3ccccc32)cc1
 : 1.4	i
CC(C)(C(=O)O)c1ccc([C@H](O)CCCN2CCC(C(O)(c3ccccc3)c3ccccc3)CC2)cc1
 : 0.43	i
N/C(Cc1ccc([N+](=O)[O-])cc1)=N\OC(=O)c1ccc([N+](=O)[O-])cc1
 : -0.25	i
Cc1ccc(C(=O)NC(=S)N2CCN(c3ccccc3F)CC2)cc1
 : -0.12	i
Cc1ccc(/C=N/NC(=S)Nc2cccc(S(=O)(=O)N(C)C)c2)o1
 : 0.03	i
CCN1CCN(c2cc(C)c3cc(NC(=S)N(CC)CC)ccc3n2)CC1
 : -0.04	i
Cc1cccn(Cc2c(Cl)cccc2Cl)c1=O
 : 0.11	i
Cc1noc(C)c1N=Nc1ccccc1C(=O)O
 : -1.6	i
O=C(CNC(=O)C(c1ccccc1)c1ccccc1)N/N=C/c1ccc(O)cc1O
 : -0.35	i
Cc1cc(Cl)ccc1OC(C)C(=O)NCCCCc1ccccc1 (stereo unspecified)
 : -3.7	-7.3*
COC(=O)c1ccccc1NC(=O)CN(c1ccccc1)S(=O)(=O)N(C)C
 : 0.69	i
CC(=O)C1=C(C)Nc2ncnn2C1c1cccc(O)c1 (stereo unspecified)
 : 1.1	i
CC1CC(C)CN(c2oc(Cc3ccccc3)nc2C#N)C1 (stereo unspecified)
 : -1	i
COc1ccc(CCCC(=O)NCC(=O)N/N=C/c2cc(Cl)ccc2OC)cc1
 : 3.4	i
COc1ccccc1NC1CCCCC1NS(=O)(=O)c1ccc(C)cc1 (stereo unspecified)
 : -1.2	i
COc1ccc2ccccc2c1CN1CCN(C)CC1
 : -1.6	i
O=C(NC(=S)NCCc1ccccc1)c1ccco1
 : -0.9	i
CCC(=O)NCC(=O)OCC(=O)c1ccccc1
 : -0.59	i
Oc1c(C(c2ccc(F)cc2)N2CCc3ccccc3C2)sc2ncnn12 (stereo unspecified)
 : 0.63	i
Cc1ccc(S(=O)(=O)Oc2ccccc2/C=N/NC(=O)c2nn(C)cc2[N+](=O)[O-])cc1
 : 0.01	i
CCOC(=O)c1cccc(NC(=O)CSc2nncn2-c2ccccn2)c1
 : 0.18	i
CC(C)NC(=S)n1cc(C(=O)c2cc(Cl)cc(Cl)c2O)cn1
 : 0.35	i
C=CCN1C(=O)CN=C1Nc1cccc(C)c1
 : 2.1	i
CC(C)N(Cc1nc(-c2ccccc2)no1)C(=O)c1ccc(Br)o1
 : -1.8	i
COc1ccc(-c2cc(C(=O)N/N=C/c3ccc(OC)c(COCC(F)(F)C(F)F)c3)c3ccccc3n2)c(OC)c1
 : -0.02	i
COC(=O)c1cc(S(=O)(=O)NCC2CCN(Cc3cc(C)ccc3C)CC2)c[nH]1
 : -1.6	i
CC1N(C(=O)N2CCOCC2)CCN1S(=O)(=O)c1ccc(Cl)cc1 (stereo unspecified)
 : 0.55	i
O=[N+]([O-])c1cc(CN2CCC(O)CC2)ccc1Cl
 : 0.26	i
O=C(O)c1cc(S(=O)(=O)N2CCN(S(=O)(=O)c3ccccc3)CC2)ccc1Cl
 : -1.4	i
CNC(=O)C(C)N1c2cccc3cccc(c23)S1(=O)=O (stereo unspecified)
 : -0.48	i
O=S(=O)(c1ccc(Cl)cc1)N1CCCN(c2ccc(C(F)(F)F)cn2)CC1
 : -0.12	i
COc1cc(C(=O)N2CCN(C(=O)c3ccco3)CC2)cc(OC)c1OC
 : 0.89	i
COc1cccc2cc(C(=O)C3=C(O)C(=O)N(CCN4CCOCC4)C3c3ccc(C)o3)oc12 (stereo unspecified)
 : 0.51	i
O=C1OCC2=C1C(c1ccc(F)cc1)Sc1ccccc1N2 (stereo unspecified)
 : -0.89	i
CCCN(CCC)c1ccc(/C=C/c2ccc3cc(OCC)ccc3n2)cc1
 : -0.92	i
Cc1cc(C)cc(C(=O)NC(CC(N)=O)c2ccc(N3CCN(c4ccccn4)CC3)c([N+](=O)[O-])c2)c1 (stereo unspecified)
 : 0.86	i
CCn1cnc2c1c(=O)n(CC(=O)NCc1ccccc1)c(=O)n2Cc1ccccc1
 : -0.39	i

Full records from above. Order of values: Kir21 block	KCNQ2 block
CNC(=O)C(C)N1c2cccc3cccc(c23)S1(=O)=O (stereo unspecified) reads -0.48	i
Cc1cc(C)n(CC(O)Cn2c3ccc(Cl)cc3c3cc(Cl)ccc32)c(=O)n1 (stereo unspecified) reads -0.65	i
O=S(=O)(c1ccc(Cl)cc1)N1CCCN(c2ccc(C(F)(F)F)cn2)CC1 reads -0.12	i

(continued)
Second line of a record: Kir21 block	KCNQ2 block
Cc1ccc(NC(=O)CSc2nnc(-c3cccs3)n2Cc2ccco2)cc1
 : -1.5	i
C=C1CCN([C@@H](Cc2ccccc2)C(=O)NCc2ccc(Cl)cc2)S(=O)(=O)c2ccccc21
 : -1.2	-6*
CCc1c(O)nc(SCC(=O)Nc2ccc3c(c2)CCC3)[nH]c1=O
 : 0	i
Cc1ccc(N2CC(C(N)=O)CC2=O)cc1 (stereo unspecified)
 : 2.1	i
CCOC(=O)Cc1csc(N/N=C\c2ccc(N(C)C)cc2)n1
 : -2.1	i
O=C(O)CSC(C(=O)Nc1ccc(Br)cc1)c1ccc(Cl)cc1 (stereo unspecified)
 : -1	i
Cc1cc(C)c2c(=O)c(/C=C3\NC(=S)NC3=O)coc2c1
 : 0.2	i
Cc1ccc2nc(Nc3ccc(C)c(C)c3)c3nncn3c2c1
 : 1.8	i
COc1ccc(NC(=O)CN(C)C(=O)CC2CCCC2)cc1
 : 0.79	i
Nc1cc2ccccc2oc1=O
 : -0.03	i
Cc1c(N2C(=O)/C(=C\c3cccc4ccccc34)SC2=S)c(=O)n(-c2ccccc2)n1C
 : -0.26	i
CN(C)S(=O)(=O)c1ccc2[nH]cc(/C=C/c3nc4ccccc4c(=O)n3-c3ccccc3)c2c1
 : -0.02	i
O=C(NCC1CCC(C(=O)O)CC1)c1cccnc1 (stereo unspecified)
 : 0.55	i
O=c1nc(SCc2c(F)cccc2Cl)nc(-c2ccc(Cl)cc2)[nH]1
 : 0.35	i
Cc1ccc(Cn2nnc3c(=O)n(CC(=O)NCc4ccco4)cnc32)cc1
 : -0.25	i
Cc1cccc2cc(CN(Cc3ccc(F)cc3)C(=O)C(F)(F)F)c3nnnn3c12
 : 0.6	i
Cc1nn(C)cc1C(C)Nc1nc2nonc2nc1N1CCCCC1 (stereo unspecified)
 : -1.4	i
Cc1ccc2oc(/N=C(\N)NC(=O)C(C)(C)C)nc2c1
 : 0.08	i
CCn1c(SCC(=O)N2CCCc3ccccc32)nnc1-c1cccs1
 : -3.4	i
C=CCn1c(SCc2csc(C)n2)nc2sc3c(c2c1=O)CCC(C)C3 (stereo unspecified)
 : -0.12	i
CCc1ccc(OCc2nnc(SCC(=O)Nc3cccc(C(=O)N4CCOCC4)c3)o2)cc1
 : 2.4	i
CCOC(=O)c1nnn(-c2nonc2N)c1-c1cccc2ccccc12
 : -1.9	i
O=C(Nc1ccccc1C(=O)O)C1=NN=CC1
 : -0.79	i
COc1ccc(/C(O)=C2\C(=O)C(=O)N(c3cc(C)on3)C2c2ccccc2OC)cc1C (stereo unspecified)
 : -0.02	i
Cc1ccc(C2NC(=O)NC(O)(C(F)(F)F)C2C(=O)c2cccs2)o1 (stereo unspecified)
 : -1.9	i
CCCN(Cc1nnc(-c2ccccc2Cl)o1)C(=O)c1cc([N+](=O)[O-])cc([N+](=O)[O-])c1
 : 0.46	i
O=C(Nc1nc(-c2ccc(Cl)cc2)cs1)c1cccnc1
 : 1.5	i
CC(C)N1C(=O)C2C(C(=O)NC3CCCCC3)C3C=CC2(O3)C1C(=O)NC1CCCC1 (stereo unspecified)
 : -0.2	i
COc1cccc(/C=N/n2nnnc2N)c1OCC#N
 : -0.5	i
CCSc1ccccc1C(=O)NCCc1ccccc1
 : -0.67	i

Next part; it opens with the 3 that closed the last part.
Second line of a record: Kir21 block	KCNQ2 block
CC(C)N1C(=O)C2C(C(=O)NC3CCCCC3)C3C=CC2(O3)C1C(=O)NC1CCCC1 (stereo unspecified)
 : -0.2	i
COc1cccc(/C=N/n2nnnc2N)c1OCC#N
 : -0.5	i
CCSc1ccccc1C(=O)NCCc1ccccc1
 : -0.67	i
Cn1nc(C(=O)Nc2nc3ccc(S(C)(=O)=O)cc3s2)ccc1=O
 : 0.56	i
CCCCC(=O)Nc1ncc([N+](=O)[O-])s1
 : -0.01	i
CCOc1ccc(/C=N/N2C(C)CCCC2C)cc1 (stereo unspecified)
 : -0.88	i
Cc1ccc(NC(=O)N2CCN(S(=O)(=O)c3ccccc3)CC2)cc1
 : -1.6	i
Cc1nn(Cc2cccc3ccccc23)c(C)c1NC(=O)c1cccnc1
 : 0.8	i
CN(C)S(=O)(=O)c1cccc(C(=O)OCC(=O)Nc2ccccc2OC(F)F)c1
 : -0.5	i
Cc1cccc(C)c1-n1nnnc1C(C)(C)N1CCN(N=O)CC1
 : -0.21	i
CCOC(=O)C1CCN(S(=O)(=O)c2ccc(Br)c(OCC)c2)CC1
 : -1.4	i
COCCNC(=O)c1ccc2nc(Cc3ccc(OC)c(OC)c3)oc2c1
 : -0.28	i
Cc1cc(-c2cccc([N+](=O)[O-])c2)nc2ccc3ccccc3c12
 : -0.19	i
N#Cc1ccc(NC(=O)c2cc(S(=O)(=O)N3CCOCC3)ccc2N2CCCC2)cc1
 : -0.02	i
Cc1cc(C)n2nc(C(=O)NCc3ccco3)cc2n1
 : 0.14	i
CCCn1c(SCC(N)=O)nnc1C(C)C
 : 0.02	i
CCCn1c(N2CCN(CC(=O)c3c(C)n(C)c4ccccc34)CC2)nc2c1c(=O)[nH]c(=O)n2C
 : 0.02	i
Cc1ccc(OCCOC(=O)c2nc3nccc(C)n3n2)cc1
 : -0.68	i
Cc1cc2cc(C=O)c(Cl)nc2cc1C
 : 0.03	i
O=C(NCc1cccnc1)c1ccc(COc2ccccc2Br)o1
 : -0.83	i
Cc1cccc(C(=O)NNS(=O)(=O)c2ccc(F)cc2)c1
 : 1.6	i
Cc1cc(Nc2cccc(Cl)c2Cl)n2ncnc2n1
 : -0.16	i
CCOc1cc(C)ccc1OCc1nnc(SCC(=O)Nc2cccc(C(=O)O)c2)n1-c1ccccc1
 : 1.3	i
Cc1ccc(N(C)S(=O)(=O)c2csc(C(N)=O)c2)cc1C
 : -2	i
CSc1cccc(CNC(=O)C2CCC(=O)N(CC3CCCCC3)C2)c1 (stereo unspecified)
 : -0.74	i
Cc1sc2nc(C3CC3)nc(SCC(=O)N3c4ccccc4CC3C)c2c1C (stereo unspecified)
 : -1.2	i
Cc1nc(SCC(=O)c2cccc([N+](=O)[O-])c2)n[nH]1
 : 0.77	i
CCNC(=O)CSc1nc2ccccc2c(=O)n1OC
 : 0	i

Compound activity as filed in PubChem.
